High-throughput results from PubChem.
SRC1 TRFRET art: flags TR-FRET format artefacts in PPARgamma SRC-1 recruitment agonist screen; TR-FRET detection artefact counter-screen, emission ratio; stronger effect = higher value; 99,000 compounds, 0.34% hits; TR-FRET ratio at 8 µM; in the data active means TR-FRET ratio above about 2300; further: inactives centre near 1800; reference of the scale not given here
SRC3 TRFRET art: TR-FRET artefact, counter-screen to PPARgamma/SRC-3 agonist assay. PPARgamma/SRC-3 format; stronger effect = higher value. TR-FRET ratio at 8 µM. 99,000 compounds, 0.39% hits. AID 1048; in the data active means TR-FRET ratio above about 2000; further: inactives centre near 1600; reference of the scale not given here
An asterisk follows results filed as active.

mol | SRC1 TRFRET art | SRC3 TRFRET art
C/C(=N\NC(=O)CN(c1ccccc1)S(=O)(=O)c1ccccc1[N+](=O)[O-])C(C)(C)C | 1805 | 1552
Cc1cccc(OCC(=O)N/N=C\c2cn(C)c3ccccc23)c1 | 1824 | 1659
COC(=O)c1ccc(N=NNc2cccc(Br)c2)cc1 | 1933 | 1543
COc1ccc(S(=O)(=O)NN(C)C(=O)c2nn(-c3ccccc3)ccc2=O)cc1 | 1785 | 1577
CCOC(=O)Cc1csc(NC(=O)Nc2cccc(Cl)c2)n1 | 1682 | 1473
Cc1nn(C)c(C)c1Nc1ccc(N2C(=O)C3C4C=CC(C4)C3C2=O)cc1[N+](=O)[O-] (centres undefined) | 1869 | 1379
COc1cc(/C=C/[N+](=O)[O-])ccc1OCc1cccc(C(=O)O)c1 | 2001 | 1612
Cc1cccc(Nc2nc(N)nc(CSC(=S)N3CCOCC3)n2)c1 | 1633 | 1563
CCN(CC)C(=O)CC(c1ccc(F)cc1)c1ccc(OC)cc1 (centres undefined) | 1877 | 1516
CC(=O)Nc1nnc(-c2ccco2)o1 | 1801 | 1398
O=c1[nH]c2ccccc2c(O)c1O | 1589 | 1715
CCOc1ccc(NC(=O)Cn2nnc3c(cnn3-c3ccc(F)cc3)c2=O)cc1 | 1723 | 1512
CC(C)C(=O)N1N=C(c2ccc(NS(C)(=O)=O)cc2)CC1c1cccs1 (centres undefined) | 1780 | 1490
c1cc(-c2cccs2)nc(-c2cccs2)c1 | 1717 | 1727
Cc1sc2ncnc(SCC(=O)NC(C)C(C)C)c2c1C (centres undefined) | 1794 | 1688
CCC(C)NCCOc1ccccc1C (centres undefined) | 1907 | 1614
Cc1nn(-c2ccccc2)c(N2CCCC2)c1/C=N/Nc1ccc(S(N)(=O)=O)cc1[N+](=O)[O-] | 1956 | 1796
COc1ccccc1NS(=O)(=O)c1cccc(N2CC(O)=C(c3ccccc3)C2=N)c1 | 1598 | 1609
O=C(COc1ccc(Br)cc1)N/N=C1\SCC(=O)N1c1ccc(F)cc1 | 1545 | 1369
O=C(NC12CC3CC(CC(C3)C1)C2)c1ccccc1 | 2072 | 1461
O=C(CCC1CCCN(C(=O)c2ccc3cc[nH]c3c2)C1)N1CCN(c2ccccn2)CC1 (centres undefined) | 1751 | 1383
COc1cc(C(=O)NCC(c2ccco2)N(C)C)cc(OC)c1OC (centres undefined) | 1858 | 1579
COCCN1Cc2cccc(C(=O)NCc3ccccc3OC)c2C1=O | 1627 | 1628
COc1cc(SC)ccc1C(=O)NCCOc1ccc(C)c(C)c1 | 1798 | 1631
CCOC(=O)C1CCCN(C(=O)c2cc(-c3ccccc3)nc3ccccc23)C1 (centres undefined) | 1936 | 1613
Cc1c(C(=O)O)oc2ccc(S(=O)(=O)NC3CCCCCCC3)cc12 | 1702 | 1677
COc1ccc(CCNC(=O)CC(NC(=O)c2ccccc2Cl)c2ccccc2)cc1 (centres undefined) | 1840 | 1346
O=S(=O)(c1ccc(NC(=S)N2CCN(c3ccccc3F)CC2)cc1)N1CCOCC1 | 1900 | 1726
CNC(=S)NNc1nc(C)cc(C)n1 | 1908 | 1512
Nc1nccc(-c2cccs2)n1 | 2012 | 1787

Part of the list above, reformatted.
The line under a structure holds: SRC1 TRFRET art | SRC3 TRFRET art
COCCN1Cc2cccc(C(=O)NCc3ccccc3OC)c2C1=O
 : 1627 | 1628
Cc1cccc(OCC(=O)N/N=C\c2cn(C)c3ccccc23)c1
 : 1824 | 1659
COc1ccc(S(=O)(=O)NN(C)C(=O)c2nn(-c3ccccc3)ccc2=O)cc1
 : 1785 | 1577

(cont.)
mol | SRC1 TRFRET art | SRC3 TRFRET art
COc1cc(C(=O)NCCc2ccc(F)cc2)c([N+](=O)[O-])cc1OC | 1957 | 1745
CCNC(=S)N1CCN(S(=O)(=O)c2ccc(C)cc2)CC1 | 1665 | 1491
Fc1ccc(Oc2cnc3ccccc3n2)cc1 | 1923 | 1580
COc1cc(C2NC(=S)NC3=C2CCc2ccccc23)cc(OC)c1OC (centres undefined) | 1831 | 1751
O=Cc1cnc(N2CCCCC2)s1 | 1714 | 1266
CCOc1nc(NCCO)nc(Nc2cc(Cl)ccc2OC)n1 | 1734 | 1579
Cc1ccc(C(=O)NCCCc2ccccc2)s1 | 1653 | 1720
Cc1nnsc1C(=O)N/N=C/c1c(F)cccc1Cl | 1786 | 1572
O=C(NCC(=O)N(c1cccnc1)C(C(=O)NC1CCCC1)c1cccs1)c1ccco1 (centres undefined) | 1894 | 1485
O=C(O)c1ccccc1-c1ccccc1C(=O)Nc1nccs1 | 1924 | 1728
CCOc1ccc(-n2cnnn2)cc1S(=O)(=O)N1CCC(C)CC1C (centres undefined) | 1566 | 1455
COc1ccc(S(=O)(=O)N(C)C)cc1NCC(=O)Nc1ccc(Br)c(C)c1 | 1884 | 1487
Cc1cccc(N=C2NC(=O)/C(=C/c3cccs3)S2)c1 | 1636 | 1795
O=C(N[C@@H](Cc1ccc(O)cc1)C(=O)O)c1ccc(C(F)(F)F)cc1 | 1707 | 1422
CCc1ccc(OCC(=O)NNC(=O)c2nn(CC)c(=O)c3ccccc23)cc1 | 1923 | 1374
Cc1ccc(Nc2cnn(C34CC5CC(CC(CC(=O)O)(C5)C3)C4)c(=O)c2Cl)c(Cl)c1 | 1934 | 1510
Cc1ccccc1C1CC(c2cccs2)Nc2nnnn21 (centres undefined) | 1743 | 1493
CCOC(=O)c1nc(NCCc2ccccc2)sc1C | 1623 | 1583
O=C1Nc2ccc([N+](=O)[O-])cc2OC1CCN1CCN(c2ccccc2)CC1 (centres undefined) | 1968 | 1824
CCCCCc1ccc(-c2ccc(/C=C/C(N)=O)cc2)nc1 | 1888 | 1707
COc1ccc(S(=O)(=O)c2nnn(-c3cccc(OC)c3)c2N)cc1 | 1863 | 1419
COCCn1c(C)cc(C2=NNC(=NC(C)(C)C)SC2)c1C | 2100 | 1654
COc1ccccc1C(=O)C1CCCN(C(=O)CN2CCCCC2=O)C1 (centres undefined) | 2039 | 1537
Cc1ccnc(NC(=O)CC(c2ccccc2)c2ccccc2)n1 | 1941 | 1572
CCO[C@@H]1OC(C(=O)O)=C[C@H](c2ccc(Br)cc2)[C@H]1CCCO | 1722 | 1361
OCCC1CN(C2CCN(c3ccccc3F)CC2)CCN1Cc1ccccc1 (centres undefined) | 1648 | 1636
Nc1ccn(Cc2cccc(F)c2)n1 | 1686 | 1695
CCCCNC(=O)C(=O)NCCCn1ccnc1 | 1881 | 1483
CCN(CC)c1ccc(NC(=O)c2ccccc2F)cc1S(=O)(=O)Nc1ccccc1OC | 1982 | 2056*
O=C(NCc1ccc2c(c1)OCO2)C(=O)Nc1ccccc1 | 1670 | 1599

Reformatted: four of the compounds above.
COc1ccc(CCNC(=O)CC(NC(=O)c2ccccc2Cl)c2ccccc2)cc1 (centres undefined)
- SRC1 TRFRET art: 1840
- SRC3 TRFRET art: 1346
O=S(=O)(c1ccc(NC(=S)N2CCN(c3ccccc3F)CC2)cc1)N1CCOCC1
- SRC1 TRFRET art: 1900
- SRC3 TRFRET art: 1726
CNC(=S)NNc1nc(C)cc(C)n1
- SRC1 TRFRET art: 1908
- SRC3 TRFRET art: 1512
Nc1nccc(-c2cccs2)n1
- SRC1 TRFRET art: 2012
- SRC3 TRFRET art: 1787

(list continues)
mol | SRC1 TRFRET art | SRC3 TRFRET art
CSCCC(Nc1nc2ccccc2s1)C(=O)O (centres undefined) | 1907 | 1650
COc1ccc(C2CC(Cn3cc(C#N)c(=O)n(C)c3=O)ON2C)cc1 (centres undefined) | 1702 | 1577
O=C(C1CCC(CNc2c(N3CCOCC3)c(=O)c2=O)CC1)N1CCN(c2ccccc2)CC1 (centres undefined) | 1658 | 1463
Cc1ccc(OCCNC(=O)/C=C/c2ccccc2)cc1 | 1614 | 1568
CCOC(=O)Cc1csc(SCn2nnc3ccccc3c2=O)n1 | 1403 | 1497
C=CCN(c1ccc(Cl)cc1)S(=O)(=O)c1cccc(C(=O)O)c1 | 1757 | 1470
CCN(C(=O)CN1CCN(c2cccc(Cl)c2)CC1)c1c(N)n(Cc2ccccc2)c(=O)[nH]c1=O | 1859 | 1471
CC(C)(C)C(=O)COc1ccccc1[N+](=O)[O-] | 1792 | 1627
O=c1[nH]c2ccccc2nc1/C=C(\O)c1cccs1 | 1905 | 1818
COc1cccc(C(=O)NCC(=O)OCC(=O)c2ccccc2)c1 | 1580 | 1588
CCNC(=O)/C(C#N)=C/c1c(N2CCOCC2)nc2ccccn2c1=O | 1647 | 1625
CCOc1ccc(C(=O)CC(=O)C(=O)NCCc2ccc(OC)c(OC)c2)cc1 | 2160 | 1771
Cc1ccc(CC(=O)Nc2ccc(F)c([N+](=O)[O-])c2)cc1C | 1545 | 1626
Cc1nc(N2CCOCC2)nc(OCCN2CCOCC2)c1[N+](=O)[O-] | 1910 | 1686
COC(=O)C1C(O)=C(C(C)=N)C(=O)CC1(C)C (centres undefined) | 1750 | 1539
Cn1c(N)c(C(=O)COC(=O)C2CCCC2)c(=O)n(C)c1=O | 1446 | 1488
O=C(COC(=O)CCc1nc2ccccc2n1-c1ccccc1)Nc1cccc(Cl)c1 | 1553 | 1451
C(=C/c1nccc2c1[nH]c1ccccc12)/c1ccc2c(c1)OCO2 | 1873 | 1724
COc1cc(/C=C(\C#N)C(=O)NC2CCCCC2C)ccc1OS(=O)(=O)c1ccc(C)cc1 (centres undefined) | 1619 | 1624
CCNS(=O)(=O)c1ccc(-c2ccc(-n3cnnn3)cc2)cc1 | 1792 | 1787
O=c1[nH]c2ccc(Cl)cc2c(O)c1Cc1ccccc1 | 1700 | 1620
COc1ccccc1C(=O)NNC(=O)c1ccc(Cl)cc1 | 1687 | 1497
O=C(N/N=C\c1ccc(Oc2ccccc2)cc1)c1csnn1 | 1741 | 1572
COc1ccccc1N1C(=O)C2C3C=CC(C3)C2(C)C1=O (centres undefined) | 2014 | 1365
Cc1cccc(-n2cc(-c3ccccc3)c3c(N4CCOCC4)ncnc32)c1 | 1664 | 1471
O=C(Nc1ccncc1)c1ccc(S(=O)(=O)Nc2ccccc2)cc1 | 1787 | 1790
COc1cc(OC)cc(C(=O)NCC(=O)OCC(=O)Nc2ccc3c(c2)OCO3)c1 | 1627 | 1623
CSC1=NC2(CCCCC2)CC12C=CC(=O)C=C2 | 1941 | 1510
O=C(O)c1cn(C2CC2)c2cc(N3CCN(S(=O)(=O)c4ccc5c(c4)OCCO5)CC3)c(F)cc2c1=O | 1775 | 1657
CCOC(=O)/C=c1\s/c(=C\c2ccc(C#N)cc2)c(=O)n1CC(=O)Nc1cccc(C)c1C | 1699 | 1765
CCn1nc(NC(=O)C2CCCO2)c2cc3cc(C)ccc3nc21 (centres undefined) | 1819 | 1417
CC(=O)N1CCN(S(=O)(=O)c2ccc(F)c(Cl)c2)CC1 | 1809 | 1502
CCOc1ccc(Oc2ccc(Cl)cc2NC(=O)CCNC(C)=O)cc1 | 1839 | 1758
CCn1nc(C)c(CN2CCN(Cc3ccc(OC)c(C)c3C)C(CCO)C2)c1C (centres undefined) | 1793 | 1688
Cc1c(C(=O)Nc2ccc(S(N)(=O)=O)cc2)oc2ccc(Cl)cc12 | 1793 | 1791
O=C(Nc1ccc(-c2cn3ccccc3n2)cc1)c1cccs1 | 1923 | 1518
COc1cccc(-c2nc3ccc(O)cc3c(=O)o2)c1 | 1983 | 1487
CC(=O)Nc1ccc(S(=O)(=O)NCCSCc2cccc(Cl)c2)cc1 | 1692 | 1467
CCOc1ccc(NC(C)C(=O)N/N=C/c2ccc([N+](=O)[O-])cc2)cc1 (centres undefined) | 1517 | 1543
O=C(CN(c1ccccn1)S(=O)(=O)c1ccccc1)N/N=C/c1cccc([N+](=O)[O-])c1 | 1754 | 1487
NC1=NCC(O)=C1c1nc2ccccc2[nH]1 | 2044 | 1581
C[C@H]1CCC[C@]2(O[C@@H](CCO)C[C@H](O)[C@H]2O)O1 | 1577 | 1576
COCCn1c(N)c(N(Cc2ccccc2)C(=O)Cc2c(Cl)cccc2Cl)c(=O)[nH]c1=O | 1695 | 1574
Cc1ccc(-c2cc(C(=O)Nc3ccc(S(=O)(=O)Nc4nc(C)cc(C)n4)cc3)c3ccccc3n2)cc1 | 1893 | 1626
COc1cc(C(=O)NCC(c2cccnc2)N2CCN(c3ccc(F)cc3)CC2)cc(OC)c1OC (centres undefined) | 1939 | 1634
Cc1cc(/C(O)=C2\C(=O)C(=O)N(CCN(C)C)C2c2ccncc2)ccc1OCc1ccccc1 (centres undefined) | 1992 | 1499
Cn1ncc2c(NNC(=O)c3ccccc3Cl)ncnc21 | 1852 | 1419
COc1ccc(C(=S)N2CCOCC2)cc1OS(=O)(=O)c1ccccc1[N+](=O)[O-] | 1564 | 1397
O=C(CNS(=O)(=O)c1ccccc1)NCC(=O)OCc1ccc(C(=O)c2ccccc2)cc1 | 1640 | 1611
O=C(Nc1ccc(F)cc1)Nc1ccc(N2CCOCC2)c2nonc12 | 1694 | 1457
Cc1ccc(NC(=O)c2ccccc2Cl)cc1-n1cnnn1 | 1715 | 1808
OC(COCc1ccc(Cl)cc1)CN1CCN(c2ccccn2)CC1 (centres undefined) | 1900 | 1511
COc1ccc(CCNC(=O)C(NS(=O)(=O)c2ccc3c(c2)CCN3C(C)=O)C(C)C)cc1OC (centres undefined) | 1863 | 1670

Some of the compounds tested; count on the stated rates, not on these rows.
